# Screening results: PubChem, several laboratories
# E coli growth: E. coli V3065 growth inhibition, primary screen, counter-screen for AddAB inhibitor project, absorbance, OD600 | 18 h | inhibition, % at 11.9 µM | 330,000 compounds, 0.27% hits | AID 449728, 2010;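 active = inhibition above the campaign's mean inhibition across all tested compounds plus 3 SD, cut at about 9.9% in these data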;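 note: uninfected addAB+ strain grown without phage in ampicillin broth; 0% = DMSO wells and 100% = ciprofloxacin 0.95 µg/ml wells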
# SR-BI DiI inh: inhibitors of SR-BI mediated HDL lipid uptake, primary screen, ldlA[mSR-BI] cells, fluorescence, single point. inhibition, % at 12.5 µM. AID 488896, 2010. Scavenger receptor class B member 1 (Mus musculus), Q61009. ldlA[mSR-BI] CHO cells, DiI-HDL uptake fluorescence, 3 h. 320,000 compounds, 0.96% hits;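 active = mean replicate inhibition of at least 70% and a set share of replicates each scoring 70 or more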;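 note: 0% = median of neutral control wells and 100% = median of positive control wells; values of inactives mirror those of a sister screen read the other way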
# Target sequence (Q61009 whole entry, looked up): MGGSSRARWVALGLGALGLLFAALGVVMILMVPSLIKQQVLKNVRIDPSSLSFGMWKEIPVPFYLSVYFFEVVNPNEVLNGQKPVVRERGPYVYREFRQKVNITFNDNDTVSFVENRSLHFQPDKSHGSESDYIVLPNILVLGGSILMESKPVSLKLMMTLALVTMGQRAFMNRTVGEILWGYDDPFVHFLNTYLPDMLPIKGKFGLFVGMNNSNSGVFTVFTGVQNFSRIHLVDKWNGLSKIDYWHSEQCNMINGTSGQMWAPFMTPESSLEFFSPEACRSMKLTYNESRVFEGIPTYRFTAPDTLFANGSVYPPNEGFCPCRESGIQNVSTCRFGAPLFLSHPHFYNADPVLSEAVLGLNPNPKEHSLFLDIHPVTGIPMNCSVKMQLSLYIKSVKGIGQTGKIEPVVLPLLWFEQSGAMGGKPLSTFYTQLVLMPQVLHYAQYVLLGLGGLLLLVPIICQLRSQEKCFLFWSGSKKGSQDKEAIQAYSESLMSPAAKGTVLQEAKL
# SR-BI DiI-HDL act: activators of SR-BI mediated DiI-HDL uptake, primary screen, ldlA[mSR-BI] CHO cells, DiI fluorescence; 3 h; 100 = double the neutral-control signal; activation, % at 12.5 µM; 320,000 compounds, 0.096% hits; AID 504775, 2011;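 active = mean replicate activation of at least 60% and every replicate at or above 60%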;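 note: 0% = median plate neutral-control signal and 100% = twice that signal; values of inactives mirror those of a sister screen read the other way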
#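 System: LDL receptor-deficient CHO ldlA cells overexpressing murine SR-BI | Timing: 3 h uptake period with compound, 37 °C | Medium: HEPES-buffered (25 mM, pH 7.4) F12 plus 0.5% BSA | Dosing: Single-point compound dose | Signal: Bottom-read fluorescence, 550/595 nm | Read-out: Retained DiI signal reflecting DiI-HDL uptake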
# MITF act: activators of MITF-driven TRPM1 promoter reporter, primary screen, cell-based, SK-MEL-5, luciferase, single point. 300,000 compounds, 0.75% hits. SK-MEL-5 TRPM1-promoter luciferase, 24 h; % of positive control, neutral wells = 0. activation, % at 12.5 µM. AID 588334, 2011;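 active = mean activation of at least 80% with every replicate also reaching 80%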;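 note: 0% = neutral control wells and 100% = parthenolide positive control wells; values of inactives mirror those of a sister screen read the other way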
# AddAB inh: growth inhibition of E. coli expressing H. pylori AddAB, primary screen, AddAB inhibitor project, absorbance; inhibition, % at 11.9 µM; 330,000 compounds, 0.29% hits; AID 435030, 2010; in the data active = inhibition above about 12%;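 note: 0% = vehicle wells of infected cells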
# Wnt act: Wnt/beta-catenin pathway activators, primary screen, cell-based, plate reader, single point; 300,000 compounds, 1.2% hits; Wnt/beta-catenin reporter cell assay, activator; activation, % at 9.35 µM; in the data active = activation above about 30%, passing the limit was not always enough;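 note: 0% = neutral control wells and 100% = positive control wells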
# CAL PDZ FP-1: untagged CAL PDZ binding inhibitors, primary screen, biochemical, fluorescence polarization, HTS | inhibition, % at 24.9 µM | Golgi-associated PDZ and coiled-coil motif-containing protein (Homo sapiens), Q9HD26 | AID 602252, 2012 | 300,000 compounds, 0.92% hits | purified CAL PDZ, TMR-peptide fluorescence polarization, 1 h;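 active = mean inhibition of at least 30% with at least half of replicates also reaching 30%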;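 note: 0% = DMSO neutral control and 100% = excess unlabeled competitor peptide PRC23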
# Tat transport: E. coli Tat export inhibitors, primary screen, MC4100, TorA-mCherry reporter, fluorescence, single point; inhibition, % at 10 µM; 340,000 compounds, 0.036% hits; AID 488895, 2010;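 active = mean replicate inhibition at least 50% and at least half of replicates individually reaching 50%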;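 note: exported cargo escapes ClpAP degradation while cytoplasmic cargo is degraded and loses fluorescence; 0% = median of neutral control wells and 100% = median of NaSCN control wells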
# CAL PDZ FP-2: CAL PDZ peptide-binding inhibitors, primary screen, biochemical, fluorescence polarization, Cer-tagged CAL PDZ, HTS; purified CAL PDZ, TMR-peptide fluorescence polarization, 1 h; inhibition, % at 20 µM; 330,000 compounds, 0.02% hits; AID 504414, 2011;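 active = highest replicate inhibition of at least 40%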;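 note: plate controls were DMSO neutral control wells for no effect and unlabeled competitor peptide control wells for full effect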
#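 material = purified tagged CAL PDZ domain construct (CerCALP) | compound dosing = 20 µM, one dose | times = 1 h at RT | measured by = fluorescence polarization from S- and P-plane intensities, G-factor corrected | read-out = inhibition from polarization loss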
# phage Ecoli inh: growth loss of phage-infected E. coli, primary screen, RecBCD inhibitor project, absorbance, with phage, HTS. inhibition, % at 11.9 µM. 360,000 compounds, 0.26% hits; in the data active = inhibition above about 11%
# * = called active by the depositor; x = no result given.
SMILES,E coli growth,SR-BI DiI inh,SR-BI DiI-HDL act,MITF act,AddAB inh,Wnt act,CAL PDZ FP-1,Tat transport,CAL PDZ FP-2,phage Ecoli inh
COc1ccc(N2CCN(C(=O)[C@@H]3CCCN3C3=NS(=O)(=O)c4ccccc43)CC2)cc1,-0.9,-16,16,-1,1.5,-3,1,1,0.6,2.3
O=C(NC1CCCC1)C(c1c[nH]c2ccccc12)N(C(=O)Cn1nnc(-c2ccc(Cl)cc2)n1)c1ccccc1 (stereo not drawn),-2.1,-6,6,-1,-1.7,x,-4,20,0.1,1.5
O=C(NC(C(=O)N1CCCC1C(=O)O)=C1CCCCC1)c1ccccc1 (stereo not drawn),-2.2,6,-6,-5,1.8,x,-2,-7,-1.0,-0.2
O=C(c1csc2c1CCCC2)N1CCN(c2ncccn2)CC1,-1.2,-27,27,-11,1.0,-1,x,3,-0.7,x
Cc1ccc(C)c(S(=O)(=O)Nc2ccc(C(=O)NCCc3ccccn3)cc2)c1,0.1,20,-20,0,-1.0,-1,2,4,-0.8,0.8
COCCn1c(SCC(=O)NCCc2ccc(OC)c(OC)c2)nc2c([nH]c3ccccc32)c1=O,-1.8,-10,10,-7,1.0,-2,-3,10,-3.4,2.3
Cc1ccccc1-c1noc(CNC(=O)c2ccco2)n1,-3.5,x,x,-13,1.8,2,-2,0,-1.5,-1.5
CCOC(=O)CSc1nc(COc2ccccc2)nc2ccccc12,-0.8,9,-9,-6,2.7,-2,-2,11,-1.8,-3.2
CCCCn1c(-c2ccccc2)nc2c(=O)n(C)c(=O)[nH]c21,0.0,-27,27,3,-2.4,x,3,-3,-0.7,1.5
O=C(Cc1ccccc1[N+](=O)[O-])NCCCc1ccccc1,-2.6,-12,12,17,-2.1,0,-1,-3,x,0.4
CCS(=O)c1ccccc1C(=O)OCC(=O)Nc1cccc(S(=O)(=O)N2CCCCC2)c1 (stereo not drawn),-0.3,18,-18,-14,4.5,-1,-1,5,-0.7,2.9
CCOC(=O)c1[nH]c2c(c1C)C(=O)CC(c1ccco1)C2 (stereo not drawn),2.1,57,-57,-22,6.5,-22,x,9,-0.8,1.2
COc1nc(OC)nc(N2CCC(NC(=O)C(Cc3ccc(C(C)C)cc3)NC(C)=O)CC2)n1 (stereo not drawn),1.2,15,-15,4,-2.7,2,-3,2,0.5,1.3
Nc1cc(=O)[nH]c(=O)n1CC1CC1,-2.1,-34,34,1,-1.8,4,-5,5,0.8,-0.8
COC(=O)[C@@H]1C(c2c(OC)cc(OC)cc2OC)=NO[C@H]1C(=O)OC,-0.8,-3,3,-3,1.4,-1,x,10,-1.0,2.3
CCCCNC(=O)C(=O)NC(C)CCc1ccccc1 (stereo not drawn),3.2,-8,8,3,2.9,x,-4,-2,1.4,1.9
CCOC(=O)c1sc(=S)n(CC)c1N,0.3,-9,9,0,2.4,-2,3,3,-1.6,3.0
C/C(=N\NC(=O)C(C)Oc1ccc([N+](=O)[O-])cc1)c1ccccn1 (stereo not drawn),1.1,-42,42,-83,-1.2,x,x,1,-2.3,-2.3
CCC(Sc1nc2n[nH]c(C)c2c(=N)n1-c1cccc(Cl)c1)C(=O)NCCOC (stereo not drawn),0.7,23,-23,-2,2.7,x,-5,17,-5.1,2.1
COc1cc(F)c(C2=CC(=O)C[C@H](c3ccc(Cl)cc3)C2)cc1F,3.6,12,-12,6,2.8,-3,2,10,0.3,1.5
CP(=O)(Nc1cc(Cl)ccc1Cl)c1nc2c(s1)CCCC2 (stereo not drawn),1.4,x,x,-5,-1.5,0,1,3,-2.6,2.3
Cc1ccc(/C=C/C(=O)N2CCCN(C(=O)/C=C/c3ccc(C)cc3)CC2)cc1,-1.1,-3,3,8,0.7,x,-2,9,0.7,3.0
O=C1CC(=O)N(CCc2ccc(F)cc2)C(=O)N1,0.4,5,-5,x,0.3,-1,x,-8,0.5,0.1
Cc1cc(C)n(-c2nnc(C)n2NC(=O)c2cccc(Cl)c2)n1,-5.5,-13,13,x,2.1,-5,-7,0,-0.2,1.3
COc1cccc(NC(=O)CSc2nnnn2C2CCCCC2)c1,x,4,-4,3,x,-1,-1,20,-1.7,3.5
CCOC(=O)C1=C(c2ccccc2)Nc2ncnn2C1c1ccccn1 (stereo not drawn),1.7,3,-3,-8,1.6,-4,-4,-2,-0.2,1.8
N#Cc1ccccc1N=C1CCCN1Cc1ccccc1,0.8,-14,14,11,2.1,x,15,-9,x,1.1
Cc1ccc(C)c(N2CCN(C(=O)C34CC5CC(C3)CC(n3nnc(C)n3)(C5)C4)CC2)c1,-0.5,20,-20,-16,1.6,-5,-5,9,-0.7,1.5
Cc1nn(-c2ccc(N3CCOCC3)nn2)c(C)c1CCC(=O)N1CCN(C)CC1,1.5,-14,14,0,3.0,2,-5,-5,0.6,1.2
CSCC[C@H](NC(=O)NCCC1=CCCCC1)C(=O)O,0.8,-30,30,14,-2.6,-1,-2,-4,0.1,3.0

# Only CAL PDZ FP-1, for 2 of the compounds above:
mol	CAL PDZ FP-1
O=C(Cc1ccccc1[N+](=O)[O-])NCCCc1ccccc1	-1
CCS(=O)c1ccccc1C(=O)OCC(=O)Nc1cccc(S(=O)(=O)N2CCCCC2)c1 (stereo not drawn)	-1

# Later entries.
SMILES,E coli growth,SR-BI DiI inh,SR-BI DiI-HDL act,MITF act,AddAB inh,Wnt act,CAL PDZ FP-1,Tat transport,CAL PDZ FP-2,phage Ecoli inh
Cc1cc(=O)[nH]c(N/N=C/c2ccc(C)o2)n1,1.6,-18,18,-4,-0.9,1,-1,-10,-1.3,2.9
O=C(Nc1nnc(N2CCCCCC2)s1)c1cc(-c2ccc(Br)cc2)on1,2.6,-11,11,15,1.3,2,x,9,0.0,0.5
O=C(COC(=O)c1ccc(OC(F)F)cc1)NCCCN1CCCC1=O,1.3,-9,9,3,1.2,2,2,-2,0.0,1.3
CC(=O)NC1CC2CCCC(C1)N2S(=O)(=O)c1ccccc1 (stereo not drawn),-0.6,2,-2,x,4.0,-3,-2,1,-2.3,2.8
O=C(NCCN1C(=O)S/C(=C\c2cccnc2)C1=O)C1CC(=O)N(Cc2ccco2)C1 (stereo not drawn),-1.3,-23,23,-4,2.7,-10,0,0,-0.4,2.6
COC(=O)c1ccc(N=NN2CCCCC2)cc1,2.6,-24,24,89*,2.9,0,x,-3,-0.3,2.2
CC1(c2ccc3ccccc3c2)NC(=O)N(CC(=O)N2CCN(Cc3ccc(C#N)cc3)CC2)C1=O (stereo not drawn),x,49,-49,-22,x,x,-1,-2,1.1,x
CC1CCc2c(sc(NC(=O)CCc3nc4ccccc4c(=O)[nH]3)c2C#N)C1 (stereo not drawn),-1.9,18,-18,-54,1.9,-2,-1,0,-0.6,2.0
NC(=O)C1=C[C@H](c2ccc3c(c2)OCO3)C[C@H](OCc2ccc(CO)cc2)O1,-1.4,x,x,41,0.2,14,-5,4,-0.2,2.1
CCC(=O)N1CCc2cc(S(=O)(=O)CCC(=O)N(C)c3ccc(OC)cc3)ccc21,-0.5,2,-2,2,1.4,-1,-5,-3,0.3,0.6
C/C(=N\NC(=O)c1ccc(CN2CCOCC2)cc1)c1cccc([N+](=O)[O-])c1,-0.3,37,-37,-4,-2.2,-2,-3,2,-3.3,6.5
CCOc1ccccc1NC(=O)CSc1nnnn1-c1ccccc1,0.4,25,-25,2,3.0,x,-7,1,-2.5,2.9
COc1ccc(/C=C/C(=O)O)cc1S(=O)(=O)Nc1ccc2c(c1)OCO2,-0.4,10,-10,-8,0.3,-1,-2,-2,-2.1,2.4
Cn1c(N/N=C/c2cc3ccccc3nc2Cl)nc2ccccc21,0.1,17,-17,11,3.8,17,-3,-4,2.4,-1.3
Nc1cc(C(=O)c2cccs2)ccc1Cl,-0.6,2,-2,15,-0.3,2,0,-7,-0.7,-2.2
CC(NC(=O)Nc1ccc(F)cc1F)c1ccc2c(c1)OCO2 (stereo not drawn),0.2,29,-29,0,-1.6,-1,-1,-1,-2.2,2.9
O=C(NNC(=O)c1cccc2ccccc12)c1cccc(Cl)c1,x,11,-11,10,x,-2,13,-6,0.1,4.1
CC(C)CC(=O)Nc1nnc(CCc2ccccc2)s1,-0.2,16,-16,13,3.9,0,-6,-3,-0.1,2.2
Cc1ccc(NC(=S)N2CCN(S(C)(=O)=O)CC2)cc1Cl,0.4,-6,6,-7,-2.1,-2,-1,-2,-1.9,0.9
COc1ccc(-n2c(SCC(=O)Nc3cccc(C(=O)O)c3)nnc2-c2ccco2)cc1,-2.1,-9,9,1,2.4,-1,4,-12,-3.9,2.4
O=C(Cn1c(-c2ccccc2)c[n+]2ccsc12)c1ccc([N+](=O)[O-])cc1,0.8,0,0,-34,-0.2,19,4,-4,-0.7,3.6
CCN(CC(=O)NCc1cccs1)CC(=O)Nc1ccc(C(N)=O)cc1,1.9,-12,12,6,-1.0,-3,x,-4,-0.8,0.3
CCc1cccc(CC)c1C(OC(C)=O)c1cccnc1 (stereo not drawn),0.2,-4,4,-3,2.2,0,1,-2,-1.5,-1.5
CC(=O)N1CCN(Cc2nc3cc(NC(=O)COc4cccc(C)c4)ccc3n2C)CC1,-1.4,10,-10,-8,0.6,-1,-5,6,-3.8,2.2
COc1ccc(C(=O)n2nc(C)c(Br)c2C)cc1,-2.0,15,-15,4,2.1,1,-1,1,0.3,2.0
COc1cccc(/C=C/C(=O)OCC(=O)Nc2ccc(Cl)cn2)c1,-2.0,-13,13,-3,2.1,x,0,-3,0.0,x
Oc1ccccc1CN1CCCC(N2CCc3ccccc3C2)C1 (stereo not drawn),-1.1,-2,2,-13,0.2,24,2,-4,-1.9,1.8
O=C(COc1cccc2c1CCN(Cc1ccc(Cl)cc1)C2=O)N1CCOCC1,0.2,0,0,-1,-1.1,0,0,-2,-1.4,2.0
COc1ccc(C(=O)NC2CCCc3c2cnn3-c2ccc(C)c(C)c2)c(OC)c1OC (stereo not drawn),-2.7,7,-7,6,3.1,-2,-4,4,-2.2,0.7

# In the list so far, these have bromine:
SMILES,E coli growth,SR-BI DiI inh,SR-BI DiI-HDL act,MITF act,AddAB inh,Wnt act,CAL PDZ FP-1,Tat transport,CAL PDZ FP-2,phage Ecoli inh
O=C(Nc1nnc(N2CCCCCC2)s1)c1cc(-c2ccc(Br)cc2)on1,2.6,-11,11,15,1.3,2,x,9,0.0,0.5
COc1ccc(C(=O)n2nc(C)c(Br)c2C)cc1,-2.0,15,-15,4,2.1,1,-1,1,0.3,2.0
